LMNA splice mod: modulators of lamin A splicing. Potency, µM (doses to about 46.1 µM), without a hit: at the highest dose ratio change, negative = inhibition, most hits filed as inhibitors. HeLa LMNA splicing GFP/RFP minigene ratio, 48 h. AID 1487. actives 0.01% (n = 200,000); active = well fitted inhibition curve with a large enough effect in the signal ratio, with a control signal flat, not every such curve was filed as active; inconclusive = small, poorly fitted or top-dose-only effect, or effect the other way, or a change in a side signal; the % refers to the signal ratio
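Read-out is the ratio of GFP to DsRed2 object intensity, acquired by 488 nm laser-scanning cytometry on HeLa lamin A-EGFP minigene reporter cells. Compound incubation 48 hrs at 37 °C in Opti-MEM with 2% FBS; DMSO 0.5% final.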
Tau ThT inhib: inhibitors of human tau fibril formation, thioflavin T binding. recombinant tau K18 P301L, heparin-induced fibrillization, ThT fluorescence. AID 1460. actives 2.1% (n = 270,000). P10636. Potency, µM (top dose mostly 57.4 µM), for the others: at the highest dose activity, negative = inhibition, usual class: inhibitors; active = well fitted inhibition curve with a large enough effect; inconclusive = small, poorly fitted or top-dose-only effect; also: nearly all actives have a fitted effect of over 55% in size
Target sequence (P10636 561-689 P618L limits assumed): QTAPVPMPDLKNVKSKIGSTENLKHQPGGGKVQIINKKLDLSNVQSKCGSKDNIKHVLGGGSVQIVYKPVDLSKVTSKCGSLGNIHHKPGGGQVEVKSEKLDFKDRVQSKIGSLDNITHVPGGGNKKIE
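ThT emission at 510 nm, taken 1 hr after adding 30 uM dye, quantifies aggregates formed when 20 uM heparin acts on human tau K18 P301L for 6 hr at 37 C.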
Starred values were filed as active, the others as inactive; ? = inconclusive; [ ] = dose if it differs, or a comment. % is scaled to controls: 0 for no effect and ±100 for the full control effect; potency is read from the fitted curve at half-maximal effect. Some of the compounds tested; the hit share may differ from the screen's.

SMILES	LMNA splice mod	Tau ThT inhib
O=C(Nc1ccc(F)cc1F)c1ccc(CN2CC(=O)N3CCCCC3C2=O)cc1 (stereo not drawn)	?	7%
COc1ccc(CCNC(=O)C2(c3cccs3)CCOCC2)cc1OC	5%[46 µM]	-5%
COc1ccc(CCNC(=O)Cn2cc(S(=O)(=O)Cc3ccc(F)cc3)c3ccccc32)cc1OC	11%[46 µM]	?
Cc1nn(-c2ccc(N3CCCC3)nn2)c(C)c1CCC(=O)N1CCN(c2ccccc2)CC1	3%[46 µM]	?
Clc1cccc(CSc2nc(NCCc3ccccc3)c3ccccc3n2)c1	-27%[46 µM]	-11%
CC1=C(C(=O)Nc2ccc(C)cc2C)C(c2sccc2C)n2ncnc2N1 (stereo not drawn)	-2%[46 µM]	1%
COC(=O)c1ccccc1NC(=O)c1cnc2sc(N3CCOCC3)nn2c1=O	?	1%
CCCCOc1ccc(S(=O)(=O)Nc2ccc(-c3ccc(N4CCCCC4)nn3)cc2)cc1	?	9%
COc1ccc(-c2cc(C(C)=O)c(C)n2CCC(=O)NCc2ccc(F)cc2)cc1	-2%[46 µM]	-14%
CCc1ccccc1NS(=O)(=O)c1ccc2c(c1)OCC(C(=O)N1CCCC1)O2 (stereo not drawn)	-15%[46 µM]	1%
Cc1cccc(N2C(=O)N(CC(=O)C(C)(C)C)c3ccccc3S2(=O)=O)c1C	?	-1%
CNC(=O)C1CCC(Cn2c(=O)c3sccc3n(CC(=O)Nc3ccc(C)c(C)c3)c2=O)CC1 (stereo not drawn)	-11%[46 µM]	?

Entries of single compounds, looked up by structure. Order of screens: LMNA splice mod	Tau ThT inhib
CCc1ccccc1NS(=O)(=O)c1ccc2c(c1)OCC(C(=O)N1CCCC1)O2 (stereo not drawn) across the screens: -15%[46 µM]	1%
COc1ccc(CCNC(=O)C2(c3cccs3)CCOCC2)cc1OC across the screens: 5%[46 µM]	-5%
CC1=C(C(=O)Nc2ccc(C)cc2C)C(c2sccc2C)n2ncnc2N1 (stereo not drawn) across the screens: -2%[46 µM]	1%

(cont.)
SMILES	LMNA splice mod	Tau ThT inhib
O=C(Nc1ccc2nc(SCC(=O)N3CCOCC3)sc2c1)c1ccc(Cl)cc1	-3%[46 µM]	7%
CCOC(=O)c1noc2nc(C)n(CC(=O)Nc3cccc(OC)c3)c(=O)c12	-3%[46 µM]	2%
Cc1ccc(Cl)cc1NS(=O)(=O)c1ccc(N2CCCCS2(=O)=O)cc1	?	0%
CCC(=O)N1c2ccccc2CC1C(=O)NCCN1CCN(c2cccc(C(F)(F)F)c2)CC1 (stereo not drawn)	-9%[46 µM]	-4%
CC(=O)c1cccc(NC(=O)CSc2nnc3ccc(-c4ccc(Br)cc4)nn23)c1	1%[46 µM]	-9%
COc1cccc(C(=O)Nc2ccc(-n3nncc3-c3ccc(Br)cc3)cc2)c1OC	-1%[46 µM]	2%
CCOc1ccc(CNS(=O)(=O)c2ccc3[nH]c4c(c3c2)CCCC4)cc1OC	?	-24%
O=C(CSc1nc2ccccc2nc1Cc1ccc(F)cc1)Nc1ccc2c(c1)OCO2	?	1%
Cc1ccc(C)c(CN2CCCN(Cc3cc(C)ccc3C)S2(=O)=O)c1	-4%[46 µM]	-12%
CCCS(=O)(=O)N1CC(=O)N(c2ccc(C)cc2C)C(C)(C(=O)NC2CCCCCC2)C1 (stereo not drawn)	-1%[46 µM]	0%
CCc1ccc(C2=NN(CCC(=O)NCCc3ccccc3)C(=O)CC2)cc1	22%[46 µM]	-11%
Cc1cccc(N2CCN(S(=O)(=O)c3c(C(=O)N4CCC(C)CC4)c(C)n(C)c3C)CC2)c1C	0%[46 µM]	-10%

A run of entries of the results above:
SMILES	LMNA splice mod	Tau ThT inhib
O=C(Nc1ccc(F)cc1F)c1ccc(CN2CC(=O)N3CCCCC3C2=O)cc1 (stereo not drawn)	?	7%
COc1ccc(CCNC(=O)C2(c3cccs3)CCOCC2)cc1OC	5%[46 µM]	-5%
COc1ccc(CCNC(=O)Cn2cc(S(=O)(=O)Cc3ccc(F)cc3)c3ccccc32)cc1OC	11%[46 µM]	?

Shown with the structure last: part of the list above.
LMNA splice mod | Tau ThT inhib | mol
? | 9% | CCCCOc1ccc(S(=O)(=O)Nc2ccc(-c3ccc(N4CCCCC4)nn3)cc2)cc1
-2%[46 µM] | -14% | COc1ccc(-c2cc(C(C)=O)c(C)n2CCC(=O)NCc2ccc(F)cc2)cc1
-15%[46 µM] | 1% | CCc1ccccc1NS(=O)(=O)c1ccc2c(c1)OCC(C(=O)N1CCCC1)O2 (stereo not drawn)

The listing continues.
SMILES	LMNA splice mod	Tau ThT inhib
Cc1ccc(N2CC(NC(=O)c3cccs3)CC2=O)cc1C (stereo not drawn)	4%[46 µM]	-2%
COc1cccc(NC(=O)c2cnn(-c3ccccc3)c2-n2cccc2)c1	8%[46 µM]	-5%
COc1ccc(C(=O)Nc2cc(-c3cccc(C)c3)nn2-c2ccccc2)cc1	-6%[46 µM]	0%
COc1ccc(CNc2ncnc3c2nnn3C)cc1	-2%[46 µM]	-2%
CCC(CC)C(=O)Nc1ccccc1SCc1cc(=O)c2cccc(C)c2[nH]1	?	-4%
O=C(NCCc1ccccc1Cl)c1ccc2c(c1)nc1n2CCOC1	-1%[46 µM]	?
O=C(Nc1ccccc1C(=O)OCc1cc(=O)n2c3c(sc2n1)CCCC3)c1cccc(Cl)c1	-8%[46 µM]	-1%
Cc1ccc(CSC2=Nc3ccccc3C3=NC(CCC(=O)NCCc4ccccc4)C(=O)N23)cc1 (stereo not drawn)	-15%[46 µM]	-17%
COc1ccc(N2CCN(C(=O)CSc3nc4ccccc4nc3Cc3ccc(Cl)cc3)CC2)cc1	7%[46 µM]	?
CCN1CCN(CCCNC(=O)c2ccc3nc(Cc4ccccc4)oc3c2)CC1	?	-10%
Cc1cc(C)cc(N2CC(c3nc(-c4ccccc4C)no3)CC2=O)c1 (stereo not drawn)	-1%[46 µM]	-15%
O=C(Cn1ncc2c([nH]c3ccccc32)c1=O)Nc1cccc(C(F)(F)F)c1	11%[46 µM]	23%
CCOc1cc(CNC(=O)c2ccc3c(c2)nc2n3CCCCC2)ccc1OC	-10%[46 µM]	-6%
Clc1cccc(-n2cc(-c3ccccc3)c3c(NC4CCCC4)ncnc32)c1	-26%[46 µM]	-1%
Cc1oc2ncn(CC(C)C)c(=O)c2c1C(=O)Nc1ccc(Cl)cn1	-17%[46 µM]	-9%
CCc1ccc2c(c1)-c1ccccc1S(=O)(=O)N2CC(=O)N1CCC(C)CC1	8%[46 µM]	-10%
COc1ccccc1NC(=O)c1cnc(SCC(=O)N2CCOCC2)n(C)c1=O	?	-14%
Cc1cccc(CN2C(=O)c3ccccc3Sc3ccc(C(=O)NCc4cccs4)cc32)c1	-26%[46 µM]	-2%
Cc1ccc2oc(C(=O)NCC(c3ccc(Cl)cc3)N3CCOCC3)c(C)c2c1 (stereo not drawn)	-10%[46 µM]	?
Cc1ccc(CNC(=O)c2cc(NS(=O)(=O)c3ccc(C)cc3)ccn2)cc1	-3%[46 µM]	-12%
Cc1cc(C)cc(NC(=O)Cn2nnc(-c3ccccc3F)n2)c1	20%[46 µM]	-11%
CCN(c1ccccc1)S(=O)(=O)c1nnc(NC(=O)COc2ccc(OC)cc2)s1	8%[46 µM]	?
Cc1cccc(C(=O)Nc2cccc(OCc3cc(=O)n4ccccc4n3)c2)c1	-6%[46 µM]	-2%
Cc1ccccc1C(=O)Nc1ccc(OCc2cc(=O)n3cccc(C)c3n2)cc1	?	-5%
O=C(Cn1cc(S(=O)(=O)Cc2ccccc2Cl)c2ccccc21)Nc1cccc(C(F)(F)F)c1	-23%[46 µM]	5%
Cc1cc(C)c(NC(=O)C(C)n2c(=O)cc(-c3ccccc3)c3c(C)nn(C)c32)c(C)c1 (stereo not drawn)	18%[46 µM]	-13%
CCC(CC)C(=O)Nc1nnc(S(=O)(=O)N(C)c2cc(C)cc(C)c2)s1	3%[46 µM]	-10%
Cc1cc(C)cc(NC(=O)C(=O)NCC(c2cccnc2)N2CCc3ccccc3C2)c1 (stereo not drawn)	3%[46 µM]	-7%
O=C(CS(=O)(=O)c1cccc2nsnc12)Nc1ccc(F)cc1F	?	1%
CCOc1ccc(NC(=O)CN(Cc2ccccc2)S(=O)(=O)c2ccc3nc(C)sc3c2)cc1	-4%[46 µM]	-3%
CCc1nn2c(=O)cc(COC(=O)c3cccc(NC(=O)CCc4ccccc4)c3)nc2s1	1%[46 µM]	-15%
CN1C(=O)c2ccccc2Sc2ccc(NC(=O)c3ccccc3F)cc21	-25%[46 µM]	-10%
COc1ccc(NC(=O)N2CCN(Cc3nc4ccc(C)cc4o3)CC2)cc1OC	11%[46 µM]	-3%
CCCOc1ccc(C2C(=O)N(C3CCCCCC3)CC(=O)N2C(C)C)cc1OC (stereo not drawn)	?	2%
CCN(CC)C(=O)c1sc2c(c1C)c(=O)n(CCc1ccccc1)c(=O)n2Cc1ccc(F)cc1Cl	0%[46 µM]	-10%
COc1cccc(NC(=O)Cn2nc(-c3ccncc3)ccc2=O)c1	?	-3%
CCCCN1CCCc2cc(CN(CCCN3CCOCC3)C(=O)Nc3ccc(CC)cc3)ccc21	-16%[46 µM]	?
COc1ccccc1Cc1nc2ccccc2nc1SCC(=O)NCc1ccc(F)cc1	14%[46 µM]	-2%
CCC(Sc1nc(-c2ccccc2)[nH]c1S(=O)(=O)c1ccc(C)cc1)C(=O)O (stereo not drawn)	1%[46 µM]	-7%
COc1ccc(Cn2c(SCC(=O)Nc3ccc(OC)cc3)nc3ccccc32)cc1	14%[46 µM]	-12%
O=C(Nc1ccc(Cl)cc1)N1CCC(CN2CCCCCC2)CC1	13%[46 µM]	?
COc1cccc(Cc2nc3ccccc3nc2SCC(=O)N2CCN(c3ccccc3)CC2)c1	?	-15%
CCN(C(=O)CSc1nnc(-c2cc3occc3n2C)n1-c1ccccc1C)c1ccccc1	-10%[46 µM]	-11%
CCOC(=O)N1CCc2c(sc(NCc3ccc(N(CC)CC)cc3)c2C(=O)Nc2cc(OC)ccc2OC)C1	-11%[46 µM]	?
CC1=C(C(=O)Nc2ccccc2Cl)C(c2cccc(O)c2)n2ncnc2N1 (stereo not drawn)	-3%[46 µM]	2%
COCCNc1oc(-c2ccc(COc3ccc(OC)cc3)o2)nc1C#N	-2%[46 µM]	-8%
Cc1ccccc1OCC(=O)Nc1ccc(C(=O)OCc2cc(=O)n3ccsc3n2)cc1	-12%[46 µM]	7%
Cc1cc(F)ccc1NC(=O)CCS(=O)(=O)c1cc2c(cc1C)NC(=O)CO2	-5%[46 µM]	-8%
CCc1cccc2sc(N3CCN(C(=O)c4cc5ccccc5cc4OC)CC3)nc12	-9%[46 µM]	-11%
Cc1nc2ccccc2n1CCc1nc2c3ccccc3nc(SCC(=O)Nc3ccc(Br)cc3F)n2n1	?	-15%
COc1cc(OC)c(NC(=O)Cn2cnc3c(nc4n3CCCCC4)c2=O)cc1Cl	4%[46 µM]	2%
CC(C)(C)OC(=O)N1CCC(c2c(C(=O)NCc3ccco3)cnn2-c2ccc(F)cc2)CC1	-1%[46 µM]	-17%
COC(=O)c1ccccc1NC(=O)Cc1noc2ccc(C)cc12	0%[46 µM]	-9%
CCOc1ccc(-n2c(/C=C/c3cccc(F)c3)nc3cc(OC)c(OC)cc3c2=O)cc1	-3%[46 µM]	6%
COc1ccc(CCNC(=O)c2ccc3c(c2)sc2nc(-c4ccccc4)cn23)cc1OC	15%[46 µM]	-1%
CCN1C(=O)c2ccccc2Sc2ccc(NC(=O)Nc3cccc([N+](=O)[O-])c3C)cc21	-21%[46 µM]	1%
COc1ccc(C(=O)N2CCN(c3nc4c(OC)cccc4s3)CC2)cc1OC	-1%[46 µM]	-18%
O=C(NCc1ccc2c(c1)CCN2C(=O)c1ccc(F)cc1)c1cc2ccccc2[nH]1	?	1%
Cc1ccc(NC(=O)CSc2nc3ccccc3c3nc(CCn4c(C)nc5ccccc54)nn23)cc1F	?	1%
CCCCOc1ccc(C(=O)Nc2ccc3c(c2)N(C(C)=O)CCC3)cc1	7%[46 µM]	-7%
Next results follow:
SMILES	LMNA splice mod	Tau ThT inhib
COc1ccc(NS(=O)(=O)c2ccc3[nH]c4c(c3c2)CCCC4)c(OC)c1	?	-7%
Cc1cc(Cl)ccc1NC(=O)Cc1ccc(NC(=O)N2CCCCc3ccccc32)cc1	-9%[46 µM]	2%
Cc1cc(Nc2cc(F)ccc2C)nc(-n2nc(C)cc2C)n1	-3%[46 µM]	0%
CCOC(=O)c1c(C)[nH]c(CCC(=O)Nc2ccc(C)c(F)c2)c1C	-24%[46 µM]	-17%
CCOc1ccc(CN2CCc3nc(Nc4ccc5c(c4)OCCO5)ncc3C2)cc1	?	?
CCOc1ccc(CCNC(=O)c2nn(C)c3c2CSc2ccc(C)cc2-3)cc1OCC	?	?
COc1ccccc1CNC(=O)c1cnn(-c2ccc(F)cc2F)c1C1CCN(C(=O)OC(C)(C)C)CC1	4%[46 µM]	-2%
CCC1CN(C(=O)Nc2ccccc2C(F)(F)F)c2ccccc2O1 (stereo not drawn)	-25%[46 µM]	-14%
O=C(Nc1ccc2nc(SCC(=O)N3CCOCC3)sc2c1)c1cccc(F)c1	-6%[46 µM]	-1%
COc1ccccc1C(=O)N1c2ncnn2C2(CCCCC2)[C@@H]2CCCC[C@@H]21	15%[46 µM]	-13%
O=C(CSc1nc(=O)n(Cc2ccncc2)c2c1CCC2)Nc1ccc(F)cc1F	?	-5%
O=S(=O)(c1ccc2[nH]c3c(c2c1)CCCCC3)N1CCN(c2cccc(Cl)c2)CC1	-2%[46 µM]	12%
